PGE2 EP2 inh: EP2 receptor (human) inhibition; P43116; inhibition, % at 25 µM; hit rate 0.52% among 260,000; C6 glioma cells expressing human EP2, cAMP TR-FRET; cells stimulated with saturating PGE2;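 active means percent inhibition above 40 after rounding to a whole number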;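 further: rat C6 glioma host cells with rolipram phosphodiesterase inhibitor present; the protocol text gives 20 µM as final concentration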
Target sequence (P43116 whole entry, looked up): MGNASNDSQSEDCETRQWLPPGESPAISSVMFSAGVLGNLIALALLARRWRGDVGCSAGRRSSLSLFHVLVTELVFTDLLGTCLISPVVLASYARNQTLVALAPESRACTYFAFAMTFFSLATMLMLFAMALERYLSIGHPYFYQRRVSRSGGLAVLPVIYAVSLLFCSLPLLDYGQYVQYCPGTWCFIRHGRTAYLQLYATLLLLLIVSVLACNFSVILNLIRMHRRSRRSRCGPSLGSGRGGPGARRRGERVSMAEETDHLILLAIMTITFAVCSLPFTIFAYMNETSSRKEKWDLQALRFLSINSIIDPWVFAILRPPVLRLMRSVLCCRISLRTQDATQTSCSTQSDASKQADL
NPY1 pot ag: human NPY-Y1 potentiation or agonism, primary screen. AID 1304. activation, % at 3.6 µM. P25929. NPY-Y1 expressing cells, potentiator/agonist activation. hit rate 0.37% among 220,000; in the data active means activation above about 33%, passing the limit was not always enough;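 further: cells stimulated with NPY at EC10 then isoproterenol at EC100; 0% = low agonist plus stimulus and 100% = saturating agonist plus stimulus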
NPY-Y2 PAM-ag: human NPY-Y2 potentiation or agonism, primary screen | cells expressing NPY-Y2, potentiator/agonist read-out | AID 1359 | hit rate 0.45% among 220,000 | activation, % at 3.6 µM; in the data active means activation above about 27%;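 further: cells stimulated with NPY near EC25 plus isoproterenol at EC100; 0% = vehicle plus submaximal agonist and 100% = vehicle plus saturating agonist; some results beyond the cut were filed as inactive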
Target sequence (P49146 whole entry, looked up): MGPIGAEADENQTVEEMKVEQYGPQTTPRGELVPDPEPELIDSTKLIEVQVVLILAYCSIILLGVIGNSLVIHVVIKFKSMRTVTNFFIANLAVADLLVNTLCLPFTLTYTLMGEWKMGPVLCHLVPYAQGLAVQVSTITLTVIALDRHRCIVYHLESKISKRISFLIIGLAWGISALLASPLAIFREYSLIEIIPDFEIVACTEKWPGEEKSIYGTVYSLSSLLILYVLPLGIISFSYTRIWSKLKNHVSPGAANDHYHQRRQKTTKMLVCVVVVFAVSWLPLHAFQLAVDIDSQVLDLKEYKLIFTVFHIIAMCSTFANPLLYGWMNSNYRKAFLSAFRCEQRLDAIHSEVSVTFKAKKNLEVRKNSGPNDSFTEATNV
EP2 modulator: EP2 receptor (human) modulation | EP2-expressing cells, cAMP HTRF FRET, PGE2 co-stimulation | P43116 | hit rate 0.83% among 260,000 | induction, % at 25 µM;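 active means compounds whose cAMP rise, as percent of the full-agonist control response, exceeds 60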;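 further: rat C6 glioma line stably carrying human EP2 under a CMV promoter; the protocol text gives 20 µM as final concentration; 100% = response of wells given 1 µM PGE2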
NPY-Y1 antag: NPY-Y1 (human) receptor antagonism; P25929; HEK293-CNG Y1 cells, membrane potential fluorescence; NPY at EC95, then isoproterenol; inhibition, % at 3.6 µM; hit rate 1% among 200,000;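 active means inhibition above the campaign mean inhibition of all tested compounds plus 3 SD, cut at about 20% in these data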;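 further: 0% = DMSO wells given NPY plus isoproterenol and 100% = isoproterenol alone without NPY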
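material = HEK293 cells with Y1 receptor plus CNG channel | also added = NPY 25 nM then isoproterenol 1 µM plus Ro 20-1724 25 µM | schedule = dye 3 h, compound 60 min room temperature, stimulation 45 min | measured by = membrane potential fluorescence | benchmarks = high control isoproterenol alone, low control NPY with isoproterenol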
p97 inhibitor: inhibitors of human p97 ATPase. P55072. recombinant p97 ATPase, Kinase-Glo ATP luminescence, 3 h. inhibition, % at 8 µM. hit rate 0.42% among 220,000. AID 1481; in the data active means inhibition above about 15%;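 further: 0% = DMSO vehicle and 100% = wells lacking enzyme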
S1P4 antag: human S1P4 receptor antagonism | O95977 | S1P4-expressing cells, antagonist mode, reporter read-out | inhibition, % at 4.98 µM | hit rate 0.26% among 220,000 | AID 1510; in the data active means inhibition above about 29%;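 further: 0% = wells stimulated with agonist and 100% = vehicle wells without agonist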
Target sequence (O95977 whole entry, looked up): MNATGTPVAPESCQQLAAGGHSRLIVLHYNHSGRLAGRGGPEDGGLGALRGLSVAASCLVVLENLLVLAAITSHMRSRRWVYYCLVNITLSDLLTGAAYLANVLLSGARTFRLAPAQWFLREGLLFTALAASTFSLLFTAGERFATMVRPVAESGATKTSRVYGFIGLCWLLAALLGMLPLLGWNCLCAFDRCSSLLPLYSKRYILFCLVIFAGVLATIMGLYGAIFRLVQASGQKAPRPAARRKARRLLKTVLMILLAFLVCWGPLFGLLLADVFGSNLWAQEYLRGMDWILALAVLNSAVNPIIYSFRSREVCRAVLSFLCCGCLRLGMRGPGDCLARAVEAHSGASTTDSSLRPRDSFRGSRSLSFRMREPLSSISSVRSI
eIF4E-4G inh: eIF4E/eIF4G interaction inhibition in translation initiation; inhibition, % at 21.7 µM; P63073+Q04637; TR-FRET eIF4E-eIF4GI(517-606) binding, 2 h; hit rate 0.37% among 220,000; AID 782;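 active means inhibition above about 30%, limit read from the data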;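 further: 0% = full FRET control wells and 100% = background wells lacking eIF4GI fragment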
S1P4 ag: activates the human S1P4 receptor; S1P4-expressing cell line, agonist reporter assay; AID 1509; O95977; activation, % at 4.98 µM; hit rate 0.35% among 220,000; in the data active means activation above about 11%;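 further: 0% = DMSO vehicle and 100% = reference agonist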
* = called active by the depositor; . = no result given; & = joins results of further samples; [ ] = remark or other dose.

SMILES | PGE2 EP2 inh | NPY1 pot ag | NPY-Y2 PAM-ag | EP2 modulator | NPY-Y1 antag | p97 inhibitor | S1P4 antag | eIF4E-4G inh | S1P4 ag
O=C(Cc1ccsc1)NCC(c1ccco1)N1CCCCC1 (stereo not given) | 13 | -9 | 2 | 6 | -1 | -1 | -17 | 3[fluorescence artefact?] | -0.8
COc1cccc(NC(=O)C2CC(=O)N=C(N)S2)c1 (stereo not given) | 9 | -29 | -2 | -1 | -1 | 3 | 3 | 0[fluorescence artefact?] | 0.2
Cc1ccc(S(=O)(=O)/C(C#N)=C/c2ccccc2OCc2ccccc2)cc1 | 4 | 6 | 2 | 32 | 3 | -2 | -2 | 3 | -0.7
COC(=O)c1ccc(C)c(NS(=O)(=O)c2ccc(C)c([N+](=O)[O-])c2)c1 | 8 | -24 | -9 | -6 | 7 | -1 | -5 | -4 | 1.9
Clc1cccc(-c2nn3c(Cn4cnc5ccccc54)nnc3s2)c1 | 5 | -17 | -1 | -21 | 8 | 8 | -19 | 22 | 1.3
COc1cccc(NC(=O)CCC(=O)Nc2cccc(OC)c2)c1 | 2 | 2 | -2 | 12 | 1 | 4 | -24 | 9[fluorescence artefact?] | 0.8
CCCN(c1ccc(C(=O)OC)cc1)S(=O)(=O)c1ccccc1 | 0 | -33 | -8 | 50 | 11 | -2 | 2 | 1 | 1.7
CCOC(=O)N1CCC(Nc2c(-c3ccccc3)c(=O)c2=O)CC1 | 6 | -12 | -10 | 9 | 5 | -3 | 8 | 0 | -0.1
COc1cccc(CN2CCNC(=O)C2CC(=O)NCc2cn3ccccc3n2)c1OC (stereo not given) | 1 | -9 | -10 | 4 | 1 | 0 | -8 | -3 | 0.2
Cc1cc(C)nc(NC(=O)c2ccc(Cl)cc2)n1 | 7 | 0 | -10 | 14 | 2 | 5 | -5 | 4 | 1.6
Cc1cc(C)c2c(n1)nn1c(-n3ccnc3)cc(C)nc21 | . | 0 | -3 | . | -6 | 32* | -5 | . | 1.7
Cn1c(=O)c2c(nc(N/N=C/c3cccs3)n2C)n(C)c1=O | 10 | -1 | -6 | -20 | . | 1 | 1 | -3 | -0.6
O=C(NNc1nc2ccccc2s1)c1ccccc1F | 5 | 0 | -4 | -2 | 0 | 5 | -12 | -4 | 0.5
COC(=O)c1sc2cc(C(F)(F)F)cnc2c1-c1ccccc1 | 26 | -39 | -13 | 41 | 5 | -1 | -9 | 5 | -1.3
Cc1cccc(NC(=S)NNC(=S)NC2CCCCC2)c1C | 5 | -5 | 1 | -22 | 2 | -3 | 12 | -1 | -1.3

Some of these compounds in order of the S1P4 antag value, lowest first.
canonical_smiles | S1P4 antag
CCCN(c1ccc(C(=O)OC)cc1)S(=O)(=O)c1ccccc1 | 2
COc1cccc(NC(=O)C2CC(=O)N=C(N)S2)c1 (stereo not given) | 3
Cc1cccc(NC(=S)NNC(=S)NC2CCCCC2)c1C | 12

Continuation:
SMILES | PGE2 EP2 inh | NPY1 pot ag | NPY-Y2 PAM-ag | EP2 modulator | NPY-Y1 antag | p97 inhibitor | S1P4 antag | eIF4E-4G inh | S1P4 ag
CC(=O)Nc1ccc(Sc2ccccc2C(=O)O)c(C(=O)O)c1 | 6 | 11 | 1 | -1 | . | 5 | -12 | 2 | 0.6
Cn1c(COc2ccc3ccccc3c2)nnc1SCC(N)=O | 8 | 0 | 2 | 10 | 1 | 0 | -33 | -2[fluorescence artefact?] | 3.5
O=C(Nc1nnc(/C=C/c2ccccc2)s1)c1ccco1 | 11 | -2 | -13 | -3 | . | 0 | -9 | -3 | 2.4
C(=N\c1nccs1)/Nc1nccs1 | 5 | 6 | 1 | 5 | -1 | 4 | 1 | 3 | 0.2
COc1ccc(C(=O)Cc2ccc(OC)c(OC)c2)cc1 | 1 | -22 | -3 | 18 | -6 | -4 | -11 | -11[fluorescence artefact?] | 0.1
O=C(NCc1cccnc1)c1ccc2c(c1)OCO2 | 1 | -1 | -9 | 3 | 0 | -2 | 3 | 2 | 2.0
Cc1cc(C(=O)OCC(=O)Nc2nnc(C(C)C)s2)c2ccccc2n1 | 11 | -2 | -3 | -13 | 2 | -2 | -6 | -1 | 0.5
Cc1noc(C)c1COc1cccc(C(=O)Oc2ccc3c(c2)OCO3)c1 | 8 | -15 | -2 | 27 | 4 | 2 | 8 | 8 | -1.2
CCCCC(=O)Nc1cc2nn(-c3ccc(OC)cc3)nc2cc1C | 4 | -5 | -4 | 4 | -6 | 3 | -3 | 3[fluorescence artefact?] | -1.4
CCCc1cnc(N2CCN(S(=O)(=O)c3cccs3)CC2)nc1 | 15 | 9 | 4 | 8 | . | 9 | -8 | 0 | -0.3
CCOc1ccccc1N1CCN(C(=O)c2c(-c3ccccc3Cl)noc2C)CC1 | 1 | -12 | 14 | -10 | 1 | 3 | -56 | 7 | -0.7
CCCCN(C(=O)CCC(=O)Nc1cc(C)on1)C(C(=O)NC(C)(C)CC)c1cccc(OC)c1OC (stereo not given) | 7 | -14 | -22 | 41 | . | -5 | 6 | 0 | 0.9
CCN(CC)C(=O)CSc1ncccc1-c1nc2ccccc2[nH]1 | 0 | 15 | -4 | -4 | -1 | 4 | -4 | 2 | -0.7
CCCOc1ccc(N2C(=O)CC(N3CCC(O)(c4cccc(C(F)(F)F)c4)CC3)C2=O)cc1 (stereo not given) | 10 | 18 | 8 | 17 | -1 | -4 | -9 | -5[fluorescence artefact?] | -2.1
CCOC(=O)CN1CC23C=CC(O2)C(C(=O)NCc2ccccc2OC)C3C1=O (stereo not given) | 3 | 4 | 2 | 22 | -5 | 0 | -14 | 0[fluorescence artefact?] | -1.2

Individual results from the results shown.
CCCc1cnc(N2CCN(S(=O)(=O)c3cccs3)CC2)nc1 @ S1P4 antag: -8
CCOc1ccccc1N1CCN(C(=O)c2c(-c3ccccc3Cl)noc2C)CC1 @ PGE2 EP2 inh: 1

Additional records
SMILES | PGE2 EP2 inh | NPY1 pot ag | NPY-Y2 PAM-ag | EP2 modulator | NPY-Y1 antag | p97 inhibitor | S1P4 antag | eIF4E-4G inh | S1P4 ag
O=C(Nc1ccc(N2CCOCC2)cc1)c1cc(F)c(F)cc1Cl | 8 | 12 | 8 | 4 | -4 | 9 | -3 | 2 | 0.2
COc1ccc(S(=O)(=O)Nc2ccc(S(=O)(=O)N3CCOCC3)cc2)cc1 | 6 | -5 | 0 | 14 | -6 | -5 | 1 | 1 | 1.8
COc1cc(C(=O)CSc2nncn2C)cc(OC)c1OC | . | 13 | 1 | -2 | -2 | 4 | -20 | -9[fluorescence artefact?] | -2.0
Cc1ccc(-n2c(=O)c3sccc3n(CC(=O)NC3CCCCC3)c2=O)cc1 | 4 | 7 | 6 | 35 | 5 | 9 | -10 | 1 | -0.8
CCCC(=Nc1ccc(N)cc1)C1=C(O)C(C(=O)OC)C(C)(C)CC1=O (stereo not given) | 2 | -7 | 1 | 23 | 0 | 15* | 6 | -1 | 3.5
Cc1cc(C)n(-c2nnc(C)n2/N=C/c2ccccc2OCc2ccccc2Cl)n1 | 12 | -4 | -3 | 43 | 11 | -4 | -4 | 6 | -1.3
Cc1ccnc(NC(=S)NC(=O)c2ccco2)c1 | . | 1 | 0 | 12 | 0 | 3 | -16 | -2 | -0.3
O=C(COC(=O)CCC(=O)c1ccc2c(c1)OCCO2)NCc1ccc2c(c1)OCO2 | 12 | -28 | -12 | 7 | 21* | 3 | -10 | 6[fluorescence artefact?] | -1.7
O=C(Nc1ccc([N+](=O)[O-])cc1)C1(c2ccccc2)CCOCC1 | 4 | -7 | 7 | -8 | -2 | 3 | -8 | 1 | -1.2
CN(C)CCC(c1ccccc1)c1ccccn1 (stereo not given) | 9&12&15 | 4 | 1 | 34&3&12 | -4 | 6 | -3 | -3 | -3.5
O/N=C/c1ccc(OCC(O)COc2ccc(/C=N/O)cc2)cc1 | 17 | 5 | -4 | -43 | -3 | 1 | -6 | 10[fluorescence artefact?] | 0.4
O=c1[nH]nc2n1CCCCC2 | 8 | 10 | -8 | -2 | 5 | 2 | -6 | 2 | 0.2
CC(C)(C)c1cc(=O)n2c(C#N)c(C#N)nc2[nH]1 | 10 | -4 | 9 | -4 | 1 | 5 | 1 | 0 | 0.1
COc1ccc(-c2cc(C(F)(F)F)nc(SCCC(=O)N3CCOCC3)n2)cc1 | 14&8 | -21 | -6 | -44&-81 | 2 | -4 | -20 | 8 | 1.2
Cc1noc(C(=O)Nc2ccc3c(c2)OCO3)c1Cl | 11 | -9 | 6 | 15 | -2 | 2 | 3 | 5 | 1.2
CCN(C(=O)Cc1ccc(Br)cc1)C1CCCCC1 | 11 | -29 | -5 | 39 | 10 | 0 | 5 | 1 | 1.2
O=S(=O)(c1cccc(S(=O)(=O)N2CCC(Cc3ccccc3)CC2)c1)N1CCOCC1 | 17&4 | -6 | -14 | 6&-18 | 1 | -7 | 7 | 6 | -0.3
CC(C)(C)NC(=O)NC(=O)CSc1ncc(C(F)(F)F)cc1Cl | 3 | -17 | -5 | 25 | 4 | -4 | 1 | -4 | -2.1
CCOC(=O)CC1=CSC2=NS(=O)(=O)CCN12 | 14 | 9 | 20 | 23 | 3 | 1 | -5 | 3 | 0.3
O=C(NCCc1ccncc1)Nc1ccc(Cl)c(Cl)c1 | 7 | -1 | -2 | -81 | 4 | -2 | -7 | -1 | 2.0
O=C(O)c1ccc(COc2cccc(CO)c2)cc1 | 3 | -8 | 1 | 3 | -5 | 2 | -29 | 0 | 1.3
O=C(Cn1ncc2c(=O)oc3ccccc3c21)NCc1cccnc1 | 7 | -4 | -15 | -1 | 2 | 3 | -14 | 1 | -0.2
N#Cc1c(/N=C/N2CCCC2)oc(-c2ccccc2)c1-c1ccccc1 | 11 | 32 | 2 | 41 | 6 | -3 | 7 | 3 | -1.6
Cc1cc(NC(=O)CSc2nnc(-c3ccncc3)n2-c2ccccc2)no1 | 8 | 13 | 0 | -2 | 6 | 2 | -4 | 0 | -1.1
COC(=O)c1sccc1NC(=S)Nc1ccc(F)cc1F | 7 | 1 | -9 | 4 | -7 | 4 | -3 | 1 | 0.5
CCOC(=O)CC1=CC(C)(CC(=O)OCC)C(C#N)(C#N)C(N)=C1C#N (stereo not given) | 10 | -4 | 3 | 3 | 5 | 0 | 10 | -2 | -0.4
COC(=O)CSc1nc2cc(Cl)ccc2c(=O)n1C1CCCC1 | 3 | -3 | 11 | 59 | -6 | 1 | -3 | -4 | -0.9
O=C(Cn1c(SCC(=O)NC2CCCC2)nnc1-c1ccncc1)Nc1ccc2c(c1)OCO2 | 13 | 7 | -1 | 12 | 4 | -2 | -10 | 1[fluorescence artefact?] | 2.0
CC(CCCC(C)(C)O)NC(=O)c1ccc(OC2CCN(C(=O)C3CC3)CC2)cc1 (stereo not given) | 1 | -6 | 3 | -35 | -2 | 2 | -12 | -3 | -0.3
CN(C)/C=N/S(=O)(=O)c1ccc(Cl)c(Cl)c1 | 13 | 14 | -1 | -12 | . | 4 | 15 | 8 | -0.8
CCc1cccc(NC(=O)CCSCCC(=O)Nc2cccc(CC)c2)c1 | 15 | 6 | 8 | 2 | 0 | -9 | -1 | 9 | -1.3
O=C(C[n+]1cccc(O)c1)Nc1ccc(Br)cc1 | 7 | -23 | -21 | 39 | 11 | 7 | -10 | 3 | 1.1
COC(=O)c1ccc(N)nc1 | 10 | 7 | -12 | 11 | 1 | -1 | -14 | -4 | -0.5
O=C(Sc1ccccc1)c1cccc(Cn2cc(C(F)(F)F)ccc2=O)c1 | 11 | 1 | 2 | -9 | . | 1 | 3 | -3 | -0.9
O=C(COC(=O)c1ccccc1NC(=O)c1ccco1)NCc1ccc2c(c1)OCO2 | 11 | -9 | -11 | -28 | 8 | 0 | -5 | -7 | 1.2
O=C(OCn1nnc2ccccc2c1=O)c1ccc(S(=O)(=O)N2CCOCC2)cc1 | 8 | -4 | 8 | 16 | -1 | 4 | 6 | -7 | 0.0

Not all compounds are listed, so the mix of outcomes need not match the whole.
